High-throughput results as filed in PubChem.
IL-1B inflam inh – inhibitors of inflammasome signaling (IL-1 beta secretion); THP-1 LPS/ATP IL-1B secretion, AlphaLISA, 16 h; hits give low values; activity change, % at 57.5 µM; actives 4.7% (n = 360,000); AID 743279; in the data active = activity change below about -50%; inconclusive = mostly about -30% to -49%; note: % is set by controls: 0 for no effect and ±100 for the full control effect
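THP-1 cells pretreated 1 hr with compounds (up to 57.5 uM final), then stimulated with LPS (250 ng/mL final) plus ATP (1.25 mM final); secreted IL-1B measured by AlphaLISA after 16 hr, decreased signal indicating inhibition.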
Nrf2 block – blocks Nrf2 signaling | actives 2.1% (n = 360,000) | A549 ARE-Fluc reporter, luciferase luminescence, 18-24 h | Potency, µM (series often up to 46 µM), for inactives: at the highest dose activity change, negative = inhibition, actives largely listed as inhibitors; note: potency is the fitted concentration of half-maximal effect; % is set by controls: 0 for no effect and ±100 for the full control effect; nearly all actives have a fitted effect of over 60% in size
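Quantitative HTS in A549 cells stably bearing an antioxidant response element-firefly luciferase construct. Inhibition of Nrf2-driven transcription was scored by luminescence after 18-24 h of compound exposure at 37 °C.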
Nrf2 ARE act – Nrf2 pathway activation; AREc32 ARE-luciferase reporter (MCF7-derived line), luminescence, 24 h; Potency, µM (highest dose often 46.1 µM), for the others: at the highest dose activation, actives largely listed as activators; actives 0.31% (n = 410,000); note: potency is the fitted concentration of half-maximal effect; % of control where 0% means no effect; nearly all actives have a fitted effect of over 65% in size
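Steps: seed AREc32_Fluc cells (1000/well, 5% FBS OPTI-MEM); incubate overnight at 37 deg C; add 23 nL compound; incubate 24 hr; add Steady-Glo; hold 30 min RT; read luminescence.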
MCF10A rerep – induces DNA re-replication in MCF 10a normal breast cells; MCF 10A DNA re-replication, Hoechst nuclear intensity, 48 h; Potency, µM (top dose mostly 46.1 µM), for inactives: at the highest dose activity, positive = re-replication, hits mostly activators; actives 2.9% (n = 350,000); AID 624296; note: potency is the fitted concentration of half-maximal effect; % of control where 0% means no effect; nearly all actives have a fitted effect of over 50% in size
ATXN2 expr inh – reduces ATXN2 reporter expression in HEK-293 cells. Potency, µM (highest dose often 57 µM), without a hit: top-dose activity change, negative = inhibition, hits mostly inhibitors. actives 0.72% (n = 360,000). AID 1745845. HEK-293 ATXN2-luciferase reporter, luminescence, 24 h; note: potency is the fitted concentration of half-maximal effect; % is set by controls: 0 for no effect and ±100 for the full control effect; nearly all actives have a fitted effect of over 55% in size
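qHTS (up to 57 uM final) was run with 24 h compound exposure of reporter cells at 37 °C. Each well was multiplexed: SteadyGlo luminescence measured ATXN2-luciferase expression after a fluorogenic Gly-Phe-AFC viability readout (25 uM final).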
HepG2 viability – kills HepG2 cells in TGF-b inhibitor counter-screen | HepG2 CAGA-GFP viability, ATP luminescence, 18 h | Potency, µM (doses to about 46.1 µM), inactives show at the top dose activity change, negative = cytotoxicity, usual class: cytotoxic | actives 0.76% (n = 410,000) | AID 588856; note: potency is the fitted concentration of half-maximal effect; some results filed as inactive show a strong effect at the top dose
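HepG2 CAGA-GFP cells (1000/well, DMEM with 1% FBS) received compound, then TGF-beta at 500 pg/mL final, and were incubated 18 hours at 37 degrees C. Viability was read by CellTiter-Glo luminescence. Media-only wells were set as complete cell-killing and DMSO as no toxicity.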
S2 tox – cell viability loss in ATXN counter-screen | S2 cells (HEK-293 line with an ATXN2-luciferase reporter) viability, CellTiter-Fluor protease fluorescence, 24 h | Potency, µM (series often up to 56.7 µM), usual class: cytotoxic | actives 0.49% (n = 400,000); note: potency is the fitted concentration of half-maximal effect; nearly all actives have a fitted effect of over 40% in size
A549 viability – A549 cytotoxicity, counter-screen for Nrf2 inhibitors. A549 ARE-Fluc cells, CellTiter-Fluor viability, 18-24 h. Potency, µM (series often up to 46 µM), for inactives: at the highest dose activity change, negative = cytotoxicity, hits mostly inhibitors. actives 0.16% (n = 390,000); note: potency is the fitted concentration of half-maximal effect; % is set by controls: 0 for no effect and ±100 for the full control effect
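A549 ARE-Fluc cells in 5% FBS OPTI-MEM, 5000 cells/well, rested 2 h then exposed to compounds in concentration-response for 18-24 h at 37 °C. Viability by CellTiter-Fluor fluorescence (Ex 405/Em 525) after 30 min; luciferase luminescence (BugLite, 15 min, RT) read afterwards.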
TGFb SMAD3 inh – inhibitors of TGF-b signaling. HepG2 CAGA-GFP TGF-b/SMAD3 reporter, GFP fluorescence, 18 h; TGF-beta stimulated, 500 pg/mL final. Potency, µM (highest dose often 46.1 µM), without a hit: at the highest dose activity, negative = inhibition, hits mostly inhibitors. actives 1.2% (n = 410,000); note: potency is the fitted concentration of half-maximal effect; % is set by controls: 0 for no effect and ±100 for the full control effect; nearly all actives have a fitted effect of over 65% in size
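Inhibition was scored as loss of TGF-beta-induced (500 pg/mL final, 18 hours, 37 degrees C) GFP in HEPG2 cells carrying a CAGA-GFP reporter, in DMEM with 1% FBS. Well GFP was summed per cell; Activity was normalised to unstimulated and stimulated DMSO wells, then concentration-response fitting.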
The depositor's hits bear a star; i = inactive; ? = inconclusive; nt = no result given; [ ] = remark or other dose. Unless noted, calls come from the whole dose curve; as a rule, active = well fitted curve in the direction sought with a large enough effect; inconclusive = small, poorly fitted or top-dose-only effect, or another doubt; inactive = no such curve, though single readings can be large; an effect the other way counts as inactive or inconclusive. Random draw from the library (roughly 8.8% active in at least one column).

SMILES	IL-1B inflam inh	Nrf2 block	Nrf2 ARE act	MCF10A rerep	ATXN2 expr inh	HepG2 viability	S2 tox	A549 viability	TGFb SMAD3 inh
Cc1cc(NC(=O)c2ccc(NC(=O)CCS(=O)(=O)c3cccs3)cc2)ccc1Br	nt	-7%	0.0%	nt	nt	-24%	nt	2%	?
O=C(NC1CC2CCCC(C1)N2C(=O)Nc1ccccc1Cl)C1CC1 (stereo not given)	11	10%	-0.4%	-14%	-8%	-14%	i	5%	3%
CCCCn1c(N)c(N(C)C(=O)c2ccccc2Oc2ccccc2)c(=O)[nH]c1=O	-12	13%	-0.2%	16%	-3%	-1%	i	10%	-11%
CCc1nn2c(=O)cc(COC(=O)Cc3ccccc3)nc2s1	nt	10%	-0.4%	nt	-7%	4%	i	12%	-57%
CC(=O)N1CCc2cc(S(=O)(=O)NCCC3=CCCCC3)ccc21	1	3.7µM*	-0.9%	0%	?	-4%	i	-11%	-18%
O=C1CCC/C=C\C[C@@H](CC(=O)N(CCO)Cc2ccccc2)C(=O)N[C@H](Cc2c[nH]c3ccccc23)CO1	-18	10%	1.1%	15%	-1%	-16%	i	-3%	-44%
Cc1cccn2c(=O)cc(COc3ccc(NC(=O)C(C)C)cc3)nc12	nt	nt	0.2%	nt	nt	-4%	nt	-14%	-6%
COc1ccc(-c2cc(C(F)(F)F)n3nc(C(=O)Nc4cccc(Cl)c4Cl)cc3n2)cc1OC	nt	3%	1.2%	nt	14%	-11%	i	5%	-5%
Cc1noc(C(=O)Nc2cccc(O)c2)c1Cl	0	14%	?	-20%	13%	-35%	i	2%	?
O=C(Cc1ccc(Br)cc1)N1CCCCCC1	-3	?	-0.1%	22%	59%[activator]	-13%	i	15%	6%
CCc1c(C)sc(NC(=O)CCc2ccc(OC)cc2)c1C(N)=O	-11	6%	0.4%	-5%	-7%	-21%	i	10%	0%
COC(=O)[C@H](NCc1ccc(OC)c(B(O)O)c1)C(C)C	-14	-1%	0.6%	?	-8%	-5%	i	5%	-3%
CCC(=O)Nc1sc2c(c1C(=O)N(C)C)CCCCC2	19	-3%	-0.1%	-2%	1%	-3%	i	4%	-2%
NC(=O)NC(=O)C(c1ccccc1)N1CCN(S(=O)(=O)Cc2ccccc2)CC1 (stereo not given)	3	-8%	-0.4%	?	-5%	-19%	i	-2%	-11%
Cc1cc(C)nc(N2CCC(C(=O)Nc3ccc4c(c3)OCO4)CC2)n1	74	-13%	-0.1%	8%	2%	1%	i	-22%	0%
COc1ccc(Br)c(C(=O)OCC(=O)N2CCC(Cc3ccccc3)CC2)c1	-24	-55%	-0.2%	-1%	-7%	0%	i	-26%	46%[activator]
c1ccc(-c2nnc(CN3CCC4(CC3)OCCO4)o2)cc1	22	nt	2.1%	1%	-9%	6%	i	-3%	22%
O=c1[nH]nc(CSCc2ccccc2Cl)[nH]1	12	13%	-0.4%	23%	9%	0%	i	1%	8%
CN(C)c1ccc(C=NNC(=O)c2cccc3ccccc23)c(Cl)c1	35	-22%	-0.2%	18%	-8%	-5%	i	?	?
O=C(NCCc1c[nH]c2ccccc12)Nc1ccccc1	-26	-21%	-0.3%	9%	0%	-6%	i	-5%	-1%
CCc1c(O)nc(SCC(=O)Nc2ccc(Cl)cc2)n(-c2ccccc2)c1=O	-3	nt	0.4%	nt	nt	4%	i	nt	-11%
Cc1cccc(C(=O)Oc2c(Br)cc(Br)cc2/C=N/NC(=O)c2ccncc2)c1	11	?	-0.2%	1%	-4%	-2%	i	-7%	-17%
Cc1ccc(F)c(NC(=O)C2CCCCC2C(=O)O)c1 (stereo not given)	55	9%	0.3%	-15%	3%	-4%	i	-2%	-5%
CCN(CC)S(=O)(=O)c1ccc2c(c1)N(CC(=O)NCCc1ccc(OC)c(OC)c1)C(=O)CO2	nt	nt	-0.4%	nt	nt	0%	nt	?	0%
CC(C)(C)OC(=O)N1CCC(c2c(C(=O)NCC3CCN(C4CCCC4)C3)cnn2-c2ccccc2)CC1 (stereo not given)	-14	5%	-0.2%	0%	-7%	-3%	i	0%	0%

For convenience, two of the compounds above.
SMILES	IL-1B inflam inh	Nrf2 block	Nrf2 ARE act	MCF10A rerep	ATXN2 expr inh	HepG2 viability	S2 tox	A549 viability	TGFb SMAD3 inh
COC(=O)[C@H](NCc1ccc(OC)c(B(O)O)c1)C(C)C	-14	-1%	0.6%	?	-8%	-5%	i	5%	-3%
CCC(=O)Nc1sc2c(c1C(=O)N(C)C)CCCCC2	19	-3%	-0.1%	-2%	1%	-3%	i	4%	-2%

The listing continues:
SMILES	IL-1B inflam inh	Nrf2 block	Nrf2 ARE act	MCF10A rerep	ATXN2 expr inh	HepG2 viability	S2 tox	A549 viability	TGFb SMAD3 inh
CCn1nc(C)c(CN2CCC(Oc3ccc(C(=O)N4CCCC4)cc3)CC2)c1C	40	-12%	0.3%	0%	-11%	1%	?	-5%	3%
CCc1ccc2oc(C(=O)NCc3ccccc3)cc(=O)c2c1	nt	9%	1.4%	nt	-14%	0%	i	0%	-20%
COc1ccc(C2C3=C(CC(C)(C)CC3=O)Oc3ncn(Cc4ccccc4)c(=N)c32)cc1 (stereo not given)	-55*	?	-0.9%	16µM*	-25%	-2%	?	-25%	-27%
C/C(=N\N(C)C)C1=C(O)c2ccccc2C1=O	0	5%	-0.1%[9.22 µM]	0%	7%	3%	i	3%	-2%
COc1cc2cc(CCOC(=O)c3ccc(C#N)cc3)oc(=O)c2cc1OC	-3	-4%	-1.2%	-2%	1%	-12%	i	-4%	-22%
Cc1cc(S(=O)(=O)N2CCN(c3ccccn3)CC2)ccc1F	9	?	0.4%	2%	-8%	-28%	i	1%	-20%
CCOc1cccc(=O)c2c(C)n(-c3ccc(C(=O)O)cc3)c(C)c12	-14	0%	0.1%	-6%	-19%	-1%	i	-23%	1%
COc1ccc(Cn2c(=O)[nH]c3cc(C(=O)N4CCN(c5ccccc5F)CC4)ccc3c2=O)cc1	44	-19%	-0.1%	28%	-15%	-20%	i	2%	1%
O=C(CCS(=O)(=O)c1ccccc1)Nc1nc2c(s1)COc1ccccc1-2	-13	9%	?	19%	?	-113%	nt	2%	?
O=C(NCc1ccccc1)C1=C[C@@H](c2ccc(Br)cc2)C[C@@H](OCc2ccc(CO)cc2)O1	-28	?	8.2%	?	0%	-28%	?	-8%	?
COc1ccc(C(=O)Nc2nnc(Cc3cccs3)s2)cc1OC	-22	nt	3.1%	?	-4%	2%	i	-1%	-4%
CCOc1ccc(NC(=S)NC(=O)/C=C/c2ccc(C)cc2)c([N+](=O)[O-])c1	-2	?	2.2%	?	?	-7%	?	-19%	-27%
CCOC(=O)Nc1cc(NC(=O)OCC)c(C)nc1C	0	3%	0.2%	0%	-15%	-15%	i	-2%	-7%
CC(Cc1c[nH]c2ccccc12)C(=O)NCc1ccco1 (stereo not given)	5	?	-0.5%	0%	4%	-8%	i	1%	-1%
CC(=O)Nc1cccc(OCCCNS(=O)(=O)c2ccc(F)cc2)c1	6	-1%	-0.2%	0%	nt	-16%	i	1%	-15%
Cc1c(NC(=S)NC(=O)C(C)(C)C)cccc1[N+](=O)[O-]	5	1%	-0.8%	-2%	-9%	-5%	i	4%	-32%
S=c1nc[nH]c2c1cnn2Cc1ccccc1	35	?	-0.5%	6%	-10%	1%	i	0%	6%
CCO[C@H]1OC(C(=O)NCc2nc3ccccc3[nH]2)=C[C@@H](C2CCCCC2)[C@@H]1CCCO	?	-23%	4.2%	?	-13%	-14%	?	-16%	?
O=C(CCC(=O)N1CC2CCCN2c2ccccc21)NCc1cccc(Cl)c1 (stereo not given)	nt	?	1.9%	nt	nt	-25%	nt	-23%	?
O=C(NCc1cn(-c2ccccc2)nc1-c1ccccc1)c1ccc([N+](=O)[O-])cc1	?	?	4.1%	1%	nt	-9%	i	0%	-24%
COc1ccc(CCNC(=O)c2cccc(-n3c(C)nc4cccnc43)c2)cc1OC	nt	-2%	-0.6%	nt	nt	-1%	nt	3%	-2%
Cc1cc(NC(=O)CN2CCOCC2)n(-c2ccccc2)n1	-2	-5%	-0.3%	5%	-1%	16%	i	3%	22%
O=C(c1ccco1)N1CCN(Cc2nc(-c3cccs3)no2)CC1	0	6%	1.1%	-2%	nt	-1%	?	-3%	-3%
CCCC(=O)NC(Nc1ccc(S(=O)(=O)Nc2cc(C)on2)cc1)(C(=O)OCC)C(F)(F)F (stereo not given)	-4	14%	-0.3%	10%	-3%	9%	i	-4%	10%
C=CCn1c(SCC(=O)NCCc2ccccc2)nc2c([nH]c3ccccc32)c1=O	i	4%	3.5%	-10%	-20%	0%	?	-2%	-7%
Further structures:
SMILES	IL-1B inflam inh	Nrf2 block	Nrf2 ARE act	MCF10A rerep	ATXN2 expr inh	HepG2 viability	S2 tox	A549 viability	TGFb SMAD3 inh
Cc1ccc(Nc2ccc(NCc3ccccc3)nn2)cc1C	?	11%	4.5%	8%	23%	-19%	i	0%	-18%
CC1CCc2c(C(=O)N3CCN(S(=O)(=O)c4cccs4)CC3)csc2C1 (stereo not given)	-3	-23%	-0.4%	1%	-6%	-23%	i	-6%	-17%
CCOc1ccc2nc(SCC(=O)NCc3ccccc3OC)[nH]c2c1	-7	-7%	-0.3%	3%	-2%	0%	i	1%	-1%
O=C(COC(=O)c1ccc(O)cc1)NCC1COc2ccccc2O1 (stereo not given)	22	-3%	0.5%	4%	-6%	-35%	i	-9%	?
Cc1cc(C(=O)NCC2CCCO2)n(-c2ccccc2)n1 (stereo not given)	18	9%	-0.7%	13%	-4%	0%	i	8%	25%
Nc1ccc(C(=O)Nc2ccc3c(O)cc(S(=O)(=O)O)cc3c2)cc1	11	-21%	-0.5%	0%	-17%	4%	i	1%	0%
COc1cc(C=O)ccc1OCCOc1ccccc1[N+](=O)[O-]	40	2%	13µM*	13%	38%	-8%	i	7%	-4%
Cc1ccc(N2CCN(C(=O)N3CCOCC3)CC2)cc1C	-2	-2%	0.1%	-6%	0%	-3%	i	1%	-6%
